AmpC no deterg – AmpC beta-lactamase inhibition without detergent. AmpC nitrocefin hydrolysis, absorbance 480 nm, 0.0001% Triton. 330,000 compounds, 0.52% hits. Potency, µM (titrated, usually from 57.1 µM), for inactives: at the top dose activity change, negative = inhibition, usual class: inhibitors. AID 485341;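 note: potency is the fitted concentration of half-maximal effect; plate controls were no compound for no effect and no enzyme for full effect; nearly all actives have a fitted effect of over 20% in size; some results filed as inactive show a strong effect at the top dose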
Target sequence (P00811 whole entry, looked up): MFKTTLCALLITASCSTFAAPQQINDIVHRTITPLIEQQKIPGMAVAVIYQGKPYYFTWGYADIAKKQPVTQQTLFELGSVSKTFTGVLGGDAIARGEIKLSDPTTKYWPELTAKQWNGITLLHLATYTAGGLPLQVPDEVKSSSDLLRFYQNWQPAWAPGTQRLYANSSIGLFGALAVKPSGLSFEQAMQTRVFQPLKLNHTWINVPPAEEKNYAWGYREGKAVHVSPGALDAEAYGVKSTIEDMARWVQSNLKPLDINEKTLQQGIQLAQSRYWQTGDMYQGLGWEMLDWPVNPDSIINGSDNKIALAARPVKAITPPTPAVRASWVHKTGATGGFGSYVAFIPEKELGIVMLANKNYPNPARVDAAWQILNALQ
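AmpC (5.3 nM in the dispensed reagent) in 20 mM phosphate pH 7.0 with 0.01% (detergent screen) or 0.0001% Triton X-100 was preincubated with compounds for 15 min at room temperature. Nitrocefin was then added from an 800 uM solution, and hydrolysis was followed at 480 nm.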
HCMV inh – blocks human cytomegalovirus replication. HFF cells, HCMV-luciferase reporter, 72 h; stronger effect = lower value. activity change, negative = inhibition, % at 57.5 µM. 410,000 compounds, 4.5% hits. AID 1259415; in the data active = activity change below about -60%; inconclusive = no clear call, values can overlap the other calls; inactive = above about -39%
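Two compound doses tested in HFFs infected with HCMV-luciferase, MOI 1 PFU/cell, 72 h at 37C. Lysate luminescence read with OneGlo; data normalized against buffer-only and 10uM Salinomycin inhibitor controls.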
Giardia FBPA inh – Giardia lamblia aldolase inhibition; A8B2U2; Potency, µM (top dose mostly 59.6 µM), for inactives: top-dose activity, negative = inhibition, most hits filed as inhibitors; 290,000 compounds, 0.71% hits; purified Giardia FBPA; note: potency is the fitted concentration of half-maximal effect; nearly all actives have a fitted effect of over 55% in size
Target sequence (A8B2U2 whole entry, looked up): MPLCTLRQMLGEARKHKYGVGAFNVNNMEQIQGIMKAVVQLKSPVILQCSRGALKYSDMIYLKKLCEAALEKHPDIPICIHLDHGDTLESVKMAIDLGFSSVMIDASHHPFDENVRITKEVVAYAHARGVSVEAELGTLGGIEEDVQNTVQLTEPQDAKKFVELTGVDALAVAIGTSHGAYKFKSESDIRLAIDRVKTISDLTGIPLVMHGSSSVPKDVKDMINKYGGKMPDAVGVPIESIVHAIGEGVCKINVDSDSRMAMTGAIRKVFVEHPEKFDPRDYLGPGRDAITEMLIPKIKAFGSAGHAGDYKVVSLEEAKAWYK
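40 nM FBPA preincubated 10 min at RT with compound (up to 57.5 uM final), then substrate plus GAPDH/TPI/NAD/arsenate coupling and diaphorase/resazurin added. Fluorescence read after 20 min at RT, 525/598 nm.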
Sm TGR block – inhibitors of Schistosoma mansoni thioredoxin glutathione reductase | purified TGR, DTNB reduction, TNB absorbance 405 nm | Q962Y6 | AID 485364 | 360,000 compounds, 3% hits | Potency, µM (highest dose often 114 µM), inactives show top-dose activity change, negative = inhibition, actives largely listed as inhibitors; note: potency is the fitted concentration of half-maximal effect; nearly all actives have a fitted effect of over 60% in size
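Kinetic colorimetric format: TGR-catalysed, NADPH-driven DTNB reduction monitored via TNB absorbance. Enzyme dispensed at 20 nM; compound exposure 15 min at room temperature before reaction start.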
AmpC detergent – AmpC beta-lactamase inhibition with detergent present; P00811; AmpC hydrolysis of nitrocefin, absorbance 480 nm, 0.01% Triton; 370,000 compounds, 0.041% hits; Potency, µM (highest dose often 114 µM), for the others: at the top dose activity change, negative = inhibition, hits mostly inhibitors;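 note: potency is the fitted concentration of half-maximal effect; 0% = no-compound wells and -100% = no-enzyme wells; nearly all actives have a fitted effect of over 25% in size; some results filed as inactive show a strong effect at the top dose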
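20 mM phosphate pH 7.0 + 0.01% (detergent screen) or 0.0001% Triton X-100; 5.3 nM AmpC reagent; cpd preinc 15 min RT; nitrocefin (800 uM stock) to start; A480 q20 s × 4 min; Activity was normalised to no-enzyme and no-compound control wells.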
HCV inhibitor – inhibitors of hepatitis C virus infection. Huh7.5.1 HCVcc-Cre infection, luciferase reporter, 44 h. Potency, µM (top dose mostly 41.8 µM), inactives show at the highest dose activity change, negative = inhibition, most hits filed as inhibitors. 340,000 compounds, 3.4% hits. AID 651820; note: potency is the fitted concentration of half-maximal effect
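Infectious HCV cell culture screen: compound-treated cells (1,000/well, pre-plated 4 h) are infected with HCVcc-Cre at roughly 0.5 moi and grown 44 h. Infection is quantified by luciferase signal after 15 min substrate incubation at room temperature.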
Starred values were filed as active, the others as inactive; ? = inconclusive; · = not tested or not shown; & = joins results of further samples; [ ] = remark or other dose. Unless noted, calls come from the whole dose curve; as a rule, active = well fitted curve in the direction sought with a large enough effect; inconclusive = small, poorly fitted or top-dose-only effect, or another doubt; inactive = no such curve, though single readings can be large; an effect the other way counts as inactive or inconclusive. Unless noted, % is set by controls: 0 for no effect and ±100 for the full control effect.

SMILES	AmpC no deterg	HCMV inh	Giardia FBPA inh	Sm TGR block	AmpC detergent	HCV inhibitor
COc1ccc(CNC(=O)c2ccc3c(c2)N(Cc2ccccc2F)C(=O)c2ccccc2S3(=O)=O)cc1	·	14	·	2%	-1%	·
Cc1ccc(C)c(N2CC(=O)N(c3cc(C)ccc3C)CC2=O)c1	-9%	40	0%	-5%	?	8%
Cc1ccccc1Cn1c(CN2CCN(C(=O)c3ccco3)CC2)nc2c1c(=O)n(C)c(=O)n2C	130%[activator]	17	0%	-17%	?	12%
COc1cccc(N/N=C/c2cccc(Br)c2O)c1	?	0	-10%	35µM*	-1%	?
Cc1cc(C)c(S(C)(=O)=O)c(Oc2ccc(F)cc2)n1	-28%	-6	3%	8%	0%	-14%
NC(=O)C1CCN(C(=O)c2cc(-c3ccc(Cl)cc3)nc3ccccc23)CC1	193%[activator]	30	·	·	·	-16%
O=C(Nc1cccc(Cl)c1)c1ccc2nc(Cc3ccccc3)oc2c1	·	-37	·	11%	9%	·
O=S(=O)(c1cccc(-c2n[nH]c(=S)n2Cc2ccccc2)c1)N1CCOCC1	-11%	2	5%	-15%	-4%	-4%
CCOC(=O)C1C(=O)CC(C)(O)C(C(=O)OCC)C1c1ccco1 (configuration not stated)	-25%	6	6%	-34%	-6%	13%
Cc1nc2ccccc2c(=O)n1NS(C)(=O)=O	-16%	9	1%	1%	-7%	18%
O=C(O)CC(NC(=O)C(F)(F)F)c1ccc2c(c1)OCO2 (configuration not stated)	-18%	-7	1%	-3%	7%	8%
Cc1ccc(NC(=O)c2cncc(Br)c2)nc1	-8%	-25	·	6%	?	11%
Cc1ccc(S(=O)(=O)c2cn(Cc3ccccc3)c3cc(N4CCOCC4)c(F)cc3c2=O)cc1	·	-4	·	1%	-1%	·
COc1ccc(C(=O)O)cc1NC(=S)NC(=O)c1ccc(-c2ccc(Cl)cc2)o1	-23%	-39	4%	28µM*	4%	10%
CCCCNC(=O)c1cc2cc(CC)ccc2[nH]1	-39%	-8	2%	-10%	-6%	?
CCOc1ccc(CN2CCN(Cc3cccn3-c3nccs3)CC2CCO)cc1 (configuration not stated)	63%[activator]	25	-2%	-2%	4%	5%
CNc1oc(-c2ccccc2)nc1C#N	-8%	41	4%	-3%	-3%	-23%
COc1cc(NC(=O)c2c(-c3ccc(C)cc3)nnc3ccccc23)cc(OC)c1OC	·	0	·	23%	5%	·
Cc1cc(C)cc(Nc2cc(-c3ccccc3)nc(C)n2)c1	·	-24	·	-4%	-1%	·
O=[N+]([O-])c1ccc(S(=O)(=O)NCC2CCCO2)cc1 (configuration not stated)	-7%	40	-1%	-23%	?	6%
O=C(O)c1ccc(-n2cccc2/C=C2/NC(=O)N(c3ccccc3)C2=O)cc1	-28%	?	8%	-35%	0%	7%
O=C(NCC1CCCO1)c1ccc(CS(=O)(=O)c2c(Cl)cccc2Cl)o1 (configuration not stated)	-5%	2	0%	-4%	-8%	11%
COc1cccc(OCCn2cc(C(=O)c3ccco3)c3ccccc32)c1	-30%	2	-1%	?	?	20µM*
COc1ccc(N2CCN(CC(O)COc3cc(C)ccc3C)CC2)cc1 (configuration not stated)	57%	-4	?	-4%	3%	?
COc1ccccc1C(=O)NC1(C(F)(F)F)C(=O)Nc2c1c(=O)[nH]c(=O)n2-c1ccc(F)cc1 (configuration not stated)	·	12	·	-5%	-15%	·

Record cards (already shown). Order of values: AmpC no deterg | HCMV inh | Giardia FBPA inh | Sm TGR block | AmpC detergent | HCV inhibitor
`COc1cc(NC(=O)c2c(-c3ccc(C)cc3)nnc3ccccc23)cc(OC)c1OC` in the list: · | 0 | · | 23% | 5% | ·
`CCOC(=O)C1C(=O)CC(C)(O)C(C(=O)OCC)C1c1ccco1` (configuration not stated) in the list: -25% | 6 | 6% | -34% | -6% | 13%

Exported with values under each structure: two of the compounds above
Every second line gives: AmpC no deterg | HCMV inh | Giardia FBPA inh | Sm TGR block | AmpC detergent | HCV inhibitor
> CCOC(=O)C1C(=O)CC(C)(O)C(C(=O)OCC)C1c1ccco1 (configuration not stated)
  -25% | 6 | 6% | -34% | -6% | 13%
> Cc1nc2ccccc2c(=O)n1NS(C)(=O)=O
  -16% | 9 | 1% | 1% | -7% | 18%

Continued:
SMILES	AmpC no deterg	HCMV inh	Giardia FBPA inh	Sm TGR block	AmpC detergent	HCV inhibitor
C(=N\Nc1ccc2ccccc2n1)/c1ccc2c(c1)OCCO2	-37%	-90*	-8%	15%	-6%	3%
Cc1ccccc1C(=O)Nc1ccnn1C1CCN(C(=O)c2ccoc2)CC1	-8%	2	·	-7%	-11%	9%
NS(=O)(=O)c1ccc(O)c(N2C(=O)c3cccc4c(C(=O)c5ccccc5)ccc(c34)C2=O)c1	10µM*	·	-1%	2%	-6%	·
CCCN(C(=O)c1ccccc1N)c1c(C)n(C)n(-c2ccccc2)c1=O	-10%	-32	2%	-2%	-6%	?
C=CCNc1cc(C)oc(=O)c1C(=O)CC	-10%	55	11%	13%	-7%	-2%
Cc1cc(NC(=O)CSc2nnc(-c3ccccc3)n2C)no1	1%	-28	1%	35%	6%	0%
CC(=O)c1nc(N2C(=O)CC(Cc3cc(C)cc(C)c3)C2=O)sc1C (configuration not stated)	-6%	41	-12%	-1%	?	-3%
CCC(=O)NC(c1cccc([N+](=O)[O-])c1)c1c(OC(C)=O)ccc2ccccc12 (configuration not stated)	16%	33	-6%	-3%	1%	-14%
COc1ccc(CCNC(=O)COC(=O)/C=C/c2ccc(OCC#N)c(OC)c2)cc1OC	29%	87	5%	-5%	-2%	?
COc1cc(/C=C2\SC(=S)N(CC(=O)Nc3ccccn3)C2=O)cc(OC)c1OC	-37%	3	-4%	-1%	-15%	?
Cc1csc(NC(=O)CSc2nccn2Cc2ccco2)n1	-17%	2	-24%	-4%	-1%	7%
Cc1sc(NC(=O)CN(C(=O)c2ccccc2F)C2CCCC2)c(C(N)=O)c1C	-14%	?	1%	-4%	-7%	-18%
O=C(Cc1ccc(Cl)cc1)NCCS(=O)(=O)N1CCN(c2ccccc2F)CC1	-9%	1	·	-7%	?	?
COc1cc(/C=C2\SC(=S)N(NC(=O)c3ccncc3)C2=O)ccc1O	-16%	-22	?	-9%	-5%	-5%
COc1cccc(N2C(=O)C(Cc3c[nH]c4ccccc34)NC2=S)c1 (configuration not stated)	-54%	6	-6%	-12%	-7%	1%
COC(=O)C(NC(=O)c1cccnc1Cl)C(C)C (configuration not stated)	-6%	-6	0%	1%	-5%	-6%
COc1cccc(NC(=O)Nc2ccc3nc(C)c(C)nc3c2)c1	-26%	-23	9%	-1%	?	?
CCC(C)(C(=O)NC1CCCCC1)N(Cc1cccs1)C(=O)CC1NC(=O)NC1=O (configuration not stated)	-5%	-5	1%	1%	?	3%
CN(Cc1ccccc1F)C(=O)c1ccccc1Sc1ccccc1C#N	-38%	12	·	-9%	-2%	-8%
CCCC(=O)Nc1cc(C)c(O)c(-c2nc3ncccc3o2)c1	·	-7	·	-4%	0%	·
O=C(c1ccoc1)N1CCCC(CO)(CCCc2ccccc2)C1 (configuration not stated)	-4%	·	·	29%	5%	6%
O=C(CN1CCN(S(=O)(=O)c2ccccc2)CC1)Nc1cccc(C(F)(F)F)c1	52%	-21	-10%	-25%	-17%	?
O=C(NCc1ccccc1Cl)C1CCN(S(=O)(=O)c2cccc3nonc23)CC1	-18%	-9	3%	4%	-2%	?
COc1ccc(C(=O)Nc2ccc(N(C)Cc3ccccc3)c(C(=O)O)c2)cc1	·	2	·	-1%	3%	·
O=C(CCl)Nc1c(C(=O)Nc2ccc3c(c2)OCCO3)oc2ccccc12	-13%	67	·	?	2%	?

An excerpt from above, reduced to AmpC no deterg:
Molecule	AmpC no deterg
Cc1cc(NC(=O)CSc2nnc(-c3ccccc3)n2C)no1	1%
COc1ccc(CCNC(=O)COC(=O)/C=C/c2ccc(OCC#N)c(OC)c2)cc1OC	29%

(listing goes on)
SMILES	AmpC no deterg	HCMV inh	Giardia FBPA inh	Sm TGR block	AmpC detergent	HCV inhibitor
CCOC(=O)CC1(CC(=O)OCC)NC(=O)c2c(C)sc(C(=O)OCC)c2N1	46%	7	-2%	8%	?	-17%&-3%
Cc1cccc(N2C(=O)c3ccc(Br)cc3C2=O)n1	-9%	-12	5%	-18%	-5%	·
COC(=O)c1sccc1NC(=O)COc1ccc(C)cc1	-32%	1	1%	·	4%	-7%
Cc1nn(-c2ccccc2)c(C)c1C(=O)OCC(=O)NCc1ccco1	-11%	26	1%	18µM*	3%	-26%
COc1ccc(/C=N/n2c(-c3cc(C)[nH]n3)n[nH]c2=S)cc1OC	-16%	24	-26%	1%	-8%	2%
COc1cc(N=C(N)N=C(N)N)cc(OC)c1	156%[activator]	-16	-1%	0%	-4%	-10%
OCCN(Cc1ccccc1)CC1CC2C=CC1C2 (configuration not stated)	·	?	?	4%	-8%	7%
CS(=O)(=O)c1ccc2nc(NC(=O)C3COc4ccccc4O3)sc2c1 (configuration not stated)	-30%	-30	-5%	?	5%	-9%
CC(=O)Nc1cccc(-c2cnc3ccccc3n2)c1	-7%	124	0%	-4%	3%	-3%
Cc1ccc(-c2nn(-c3cccc([N+](=O)[O-])c3)c3c2cnc2ccc(F)cc23)cc1	·	6	·	-2%	12%	·
Cc1ccc2[nH]c(=O)c(C(c3nnnn3C(C)(C)C)N(Cc3ccco3)CC3CCCO3)cc2c1 (configuration not stated)	-11%	43	3%	-17%	-12%	0%
